# Source: PubChem
# Cneo AK release = causes C. neoformans cell lysis | adenylate kinase release luminescence, 4 h; normalised: neutral wells 0, clomiphene wells 100 | lysis activity, % at 15 µM | actives 0.2% (n = 360,000);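 active = mean lysis activity across replicates of at least 80%, whatever share of replicates individually reach that level; inactive = mean lysis activity below 80%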
#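 Assay system: log-phase C. neoformans yeast / Quantity: yeast cell density of 5 × 10^6 cells/mL / Medium: fresh YPD growth medium / Compound: single dose / Timing: static 4 h at 37 °C with compound, 1 h detection / Measured by: adenylate kinase release luminescence / Read-out: lysis from increased AK signal / Benchmarks: Clomiphene as positive lysis control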
# FN deposition inh = fibronectin deposition inhibition; AH1F fibroblasts, Alexa488-fibronectin deposition fluorescence, overnight; actives 0.086% (n = 350,000); inhibition, % at 12.6 µM; AID 743247;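 active = mean inhibition across replicates of 30% or more, regardless of how many single replicates reach that level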;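 also: positive control wells lacked labelled fibronectin entirely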
#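 test system = AH1F fibroblasts assembling fluorescent fibronectin matrix | quantity = 10000 AH1F cells per well | buffer or medium = DMEM plus 2% serum, read in PBS | doses = single dose, pinned | incubation = 1 h cell attachment, overnight exposure to compound and label | detection = fluorescence at 485 nm excitation, 525 nm emission | read-out basis = inhibition from reduced deposited-fibronectin fluorescence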
# miR-122 sensor = miR-122 inhibition in Huh7 cells; Huh7 miR-122 Renilla luciferase sensor, 48 h; neutral wells = 0, positive control = 100; activation (reporter increase), % at 12.5 µM; actives 0.3% (n = 340,000);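 active = mean replicate activation score at least 90 and every replicate individually at or above 90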;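 also: higher luciferase means less miR-122 activity so hits act as miR-122 inhibitors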
# PglD inh = PglD (C. jejuni) enzyme inhibition | purified PglD enzyme, DTNB colorimetric CoA detection | actives 0.098% (n = 360,000) | AID 602405 | inhibition, % at 12.5 µM; in the data active = inhibition above about 16%, passing the limit was not always enough; also: strong numbers were not always called active
# C2C12 statin = suppression of simvastatin myotoxicity; C2C12 myotubes + simvastatin, ATP luminescence, 48 h; scaled: DMSO 0, geranylgeraniol control 100; rescue of ATP level, % at 7.49 µM; actives 0.78% (n = 330,000); AID 602340;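 active = mean ATP rescue above about 67%, or every replicate alone reaching that limit, limit read from the data, passing the limit was not always enough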;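 also: myotubes were challenged with 10 µM simvastatin during compound exposure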
# INS-1E GSIS act = GLuc luminescence reporter in INS-1E cells, primary screen for activators of glucose-dependent secretion of insulin; INS-1E GLuc reporter insulin secretion, 2-3 h; activation, % at 16.6 µM; actives 0.61% (n = 370,000);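 active = lowest replicate activation of at least 40%, so every replicate reaches that level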;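 also: 0% = median of neutral control wells and 100% = median of IBMX positive control wells; some compounds called inactive have numbers as strong as hits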
# PGC1a acetyl inh = PGC1a acetylation modulation, inhibitor mode. U2OS PGC1a acetylation, AlphaScreen anti-acetyl-lysine; with virally co-expressed GCN5 acetyltransferase. inhibition, % at 15.6 µM. actives 0.17% (n = 350,000);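 active = every replicate shows inhibition of at least 40%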;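 also: 0% = neutral control wells and 100% = positive control wells; some results beyond the cut were filed as inactive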
# F508del corr = correctors of CFTR F508del function in bronchial epithelial cells | CFBE cells, YFP halide quenching; stimulated with forskolin plus potentiator P3; % fluorescence drop versus neutral controls | activity (quench increase), % at 7.58 µM | actives 0.36% (n = 350,000) | AID 720511;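 active = mean added fluorescence quench of at least 8% versus neutral control, with both replicates also reaching 8%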;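 also: cells transiently co-express mutant CFTR-F508del with the halide-sensitive YFP; corrector assay measuring rescue of mutant channel to the surface after 24 h compound exposure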
# * hit, by the source's call; nt = not tested or not shown; & = joins results of further samples; [ ] = another dose, or the depositor's remark.
SMILES,Cneo AK release,FN deposition inh,miR-122 sensor,PglD inh,C2C12 statin,INS-1E GSIS act,PGC1a acetyl inh,F508del corr
COC(=O)C(C)(N)Cc1ccc(O)cc1 (stereo unspecified),1,-3,-13,-7,3,nt,nt,-8.4
Clc1ccc(-c2nnc(NCc3ccccc3)c3ccccc23)cc1,-12,-12,4,2,10,-54,nt,nt
Cc1c(C(=O)O)sc2ncn(C)c(=O)c12,-1,2,3,1,10,nt,3,nt
CC(C)(C)C(=O)Nc1cccc(-c2nc3ccccc3c(=O)o2)c1,-5,nt,-4,1,5,-4,12,nt
CCOC(=O)[C@H]1[C@H]2COc3ccccc3[C@@H]2N2C(=O)CN(CC3CCCO3)C(=O)[C@@]12C (stereo partly specified),6,-13,2,-2,-7,nt,-4,3.2
CO[C@@H]1CN(C)C(=O)c2cc(NC(=O)C3CCCCC3)ccc2OC[C@@H](C)N(Cc2cccnc2)C[C@H]1C,0,-2,3[16.7 µM],-3,2,-17,nt,-0.2
CC(Sc1ccccc1)C(=O)N1CCN(S(=O)(=O)c2cccc(Br)c2)CC1 (stereo unspecified),-1,2,-6,nt,-8,-9,nt,-1.0
O=C(Nc1ccc(F)c(Cl)c1)c1csc([C@H]2C[C@H](O)[C@@H](CO)O2)n1,-1,nt,-27,-3,-38,-7,nt,0.0
CCN(CC)CCN1C(=O)C(O)=C(C(=O)c2cccs2)C1c1ccccn1 (stereo unspecified),-3,nt,-3,-8,3,nt,8,nt
O=C(Nc1ccc(S(=O)(=O)Nc2cnc3ccccc3n2)cc1)c1ccccc1Br,1,8,15,-3,62,0,3,-0.2
C[C@@H]1CN([C@@H](C)CO)C(=O)CCCn2cc(nn2)CO[C@H]1CN(C)C(=O)Nc1ccccc1F,-1&-2,6&11,-4&-5[16.7 µM],-3&-3,-8&-12,-4&8,-1&-3,2.6&-0.3&1.2
C/C(=N\NC(=O)c1ccc2c(c1)OCO2)c1ccc(C(=O)O)s1,nt,-2,nt,nt,nt,3,-1,0.6
COCCn1nnnc1C(c1cc2cc(C)ccc2[nH]c1=O)N1CCCCCC1 (stereo unspecified),0,nt,2,4,12,nt,11,nt
CC1CN(C(=O)/C=C/c2ccccc2Cl)CC(C)O1 (stereo unspecified),2,4,-4,-5,4,12,nt,0.7
O=C1OCCC/C1=C\c1ccc2c(c1)OCO2,2,1,nt,5,-5,10,nt,-3.3
CCC(=O)N/C(=N\OCc1ccc(F)cc1)c1nonc1NC(=O)CC,0,3,-4,0,-5,nt,4,nt
C[C@@H]1CN([C@@H](C)CO)C(=O)c2cc(NS(C)(=O)=O)ccc2O[C@@H](C)CCCCO[C@@H]1CN(C)C(=O)Cc1ccccc1,6,1,5[16.7 µM],-1,-4,3,8,0.2
Cc1ccc(NC(=O)CSCC(=O)Nc2nnc(C)s2)cc1,0,nt,-1,2,2,47*,4,4.9
Cc1[nH]n(-c2cccc(Cl)c2)c(=O)c1/C=N/n1c(C)nc2ccccc2c1=O,0,-17,2,-2,5,nt,-2,nt
COCCNC(=O)Cn1cc(C(=S)N2CCCCC2)c2ccccc21,0,-1,nt,2,nt,-5,1,0.4
O=C(Nc1ccc2c(c1)OCO2)c1cc(-c2ccccc2Cl)on1,-2,-1,-3,-2,6,11,4,1.2
N#Cc1c(/N=C/c2cccnc2)sc2c1CCCC2,-2,4,-1,-4,nt,-4,11,nt
O=C1C(=C2CCCCC2)SC(=S)N1Cc1ccco1,8,-16,-2,-5,1,nt,-14,nt
CSc1ccc(/C=N/NC(=O)c2ccc(-n3cnnn3)cc2)cc1,3,-7,-5,5,-45,34,3,-1.8
Cc1noc(C)c1NC(=O)Nc1ccc2c(c1)C(=O)N([C@H](C)CO)C[C@H](C)[C@H](CN(C)C(=O)Cc1ccccc1)OCCCC[C@H](C)O2,3,nt,0[16.7 µM],-1,29,4,-8,-0.9
O=C(CC1CC1)N1CC(=O)N2[C@@H](CO)[C@H](c3ccc(C#Cc4cccc(F)c4)cc3)[C@@H]2C1,nt,-5,nt,nt,nt,-21,7,4.4
O=C(NCc1cccnc1)c1cc(C2CCCN(C(=O)c3ccc4c(c3)CCO4)C2)on1 (stereo unspecified),-2,9,-1,7,-11,-8,-1,-0.6
CCc1ccc(NC(=O)CS(=O)CC(=O)NCCCc2ccccc2)cc1 (stereo unspecified),-1,nt,4,-2,14,0,-4,2.7
C#CCOCCOCCOCCNc1nc(N2CCN(C(=O)[C@H]([C@@H](C)CC)n3cc([C@@H](N)CC(C)C)nn3)CC2)nc(N2CCN(C(=O)[C@H](CCCCN)n3cc([C@@H](N)CC(C)C)nn3)CC2)n1,2,nt,-7,2,nt,nt,-8,nt
Cc1ccccc1-c1ccc2c(c1)O[C@@H](CN(C)Cc1ccncc1)[C@H](C)CN([C@H](C)CO)S2(=O)=O,-7,nt,16[16.7 µM],0,-102,-49,-10,5.9
CC(CNS(=O)(=O)c1ccccc1)Sc1nncn1C (stereo unspecified),-7,15,-10,2,nt,16,2,0.1
O=C(OC1CCCCC1=O)c1ccc(F)c(S(=O)(=O)N2CCOCC2)c1 (stereo unspecified),-4,-3,2,2,2,23,-5,-0.7
CCc1ccc(N(C(C)=O)C2C=CS(=O)(=O)C2)cc1 (stereo unspecified),2,4,-12,-2,nt,nt,1,nt
CCS(=O)(=O)N1CC(=O)N2[C@H](CO)[C@H](c3ccc(C4=CCCC4)cc3)[C@@H]2C1,nt,21,nt,nt,nt,-7,-15,3.7
Cc1noc(C)c1NC(=O)N(C)C[C@H]1Oc2ncc(C#CC3CCCCC3)cc2C(=O)N([C@H](C)CO)C[C@H]1C,-5,-17,-5[16.7 µM],3,-7,-9,-1,2.1
Cc1nc2cc(N)ccc2n1-c1ccccc1,nt,10,3,nt,4,13,-6,1.4
COc1cccc(CNc2ccc(F)c(Cl)c2)c1O,5,nt,0,4,8,nt,-9,nt
C[C@@H]1CN([C@@H](C)CO)C(=O)c2cc(NC(=O)CCC(F)(F)F)ccc2O[C@@H](C)CCCCO[C@@H]1CN(C)S(=O)(=O)c1cccs1,0,nt,16[16.7 µM],-4,nt,-1,-9,-0.9
C=CCC[C@H](Cc1ccc(F)cc1)C(=O)OC[C@@H](NC(=O)[C@@H](CC=C)CC(=O)N[C@H](CO)Cc1ccccc1)C(C)(C)C,1,4,-8,-5,-4,-26,13,0.7
CNC[C@H]1OCCCC[C@@H](C)Oc2ccc(N(C)C)cc2C(=O)N([C@H](C)CO)C[C@@H]1C,-4,nt,-3[16.7 µM],-5,16,0,6,-1.0
CC(C(=O)NC1CCCc2ccccc21)N1CCN(c2ccc(F)cc2)CC1 (stereo unspecified),3,2,-2,-1,nt,-23,-3,nt
NC(=O)c1c(NC(=O)c2ccccc2F)sc2c1CCCC2,-3,2,-1,-5,-7,6,-5,-2.2
Cn1c(-c2ccccc2)c(C#Cc2ccc(N)cc2)c2ccccc21,2,2,3,5,-4,nt,-30,-2.4
C/C=C1\COC(C(=O)NCc2ccccc2)(C(F)(F)F)C=C1C=C(C)C (stereo unspecified),0,6,nt,3,-26,112*,nt,2.9
Cc1cccc(-c2ccc([C@@H]3[C@H](CO)N4CCCCN(CCC(F)(F)F)C[C@@H]34)cc2)c1,8,nt,-31[16.7 µM],-1,nt,-12,-5,0.4
OC[C@H]1[C@H](c2ccc(Br)cc2)[C@H]2CN(Cc3ccccn3)CCCCN21,5,nt,8[16.7 µM],3,-15,15,-7,5.1
CC(C)C#Cc1cnc2c(c1)C(=O)N([C@@H](C)CO)C[C@@H](C)[C@H](CN(C)C(=O)CN1CCOCC1)O2,-3,-11,-2[16.7 µM],3,4,6,2,-1.1
CC1CN(C(=O)c2cccc(C(=O)N3CC(C)OC(C)C3)c2)CC(C)O1 (stereo unspecified),3,nt,-5,1,nt,28,3,nt
CCC(C)(C)C1CCc2[nH]nc(C(=O)NC(C)C)c2C1 (stereo unspecified),14,4,nt,1,-3,6,nt,0.8
CN1CCN(C(=O)N(c2ccccc2)c2ccccc2)CC1,6,-3,7,2,-2,7,-5,0.5
# (more compounds)
SMILES,Cneo AK release,FN deposition inh,miR-122 sensor,PglD inh,C2C12 statin,INS-1E GSIS act,PGC1a acetyl inh,F508del corr
COc1cccc(C(O)c2nc(-c3cccc(C(=O)O)c3)cs2)c1 (stereo unspecified),0,nt,4,8,-5,23,-3,2.7
CCn1c(SCC(=O)N2CCN(c3cccc(Cl)c3)CC2)nc2ccccc2c1=O,0,-6,-9,-4,-23,nt,-7,nt
O=C(NC1CC(=O)N(c2ccccc2)C1)C(=O)c1c[nH]c2ccccc12 (stereo unspecified),-2,4,nt,-3,nt,-2,nt,1.0
Cc1c(Br)cc(C(=O)N2CCCC2)c(C)c1C,1,-4,5,nt,-5,nt,39,nt
Cc1cccc(NC(=O)CSc2nnc([C@H](C)NC(=O)OC(C)(C)C)o2)c1C,-1,10,-1,-2,2,0,3,-1.1
Cc1cc(C)c(NC(=O)c2cccs2)c(C)c1NC(=O)c1cccs1,3,-6,-4,0,33,-6,-4,2.1

# Of the compounds above, these contain a thiophene ring, fused or not.
SMILES,Cneo AK release,FN deposition inh,miR-122 sensor,PglD inh,C2C12 statin,INS-1E GSIS act,PGC1a acetyl inh,F508del corr
Cc1c(C(=O)O)sc2ncn(C)c(=O)c12,-1,2,3,1,10,nt,3,nt
CCN(CC)CCN1C(=O)C(O)=C(C(=O)c2cccs2)C1c1ccccn1 (stereo unspecified),-3,nt,-3,-8,3,nt,8,nt
C/C(=N\NC(=O)c1ccc2c(c1)OCO2)c1ccc(C(=O)O)s1,nt,-2,nt,nt,nt,3,-1,0.6
N#Cc1c(/N=C/c2cccnc2)sc2c1CCCC2,-2,4,-1,-4,nt,-4,11,nt
C[C@@H]1CN([C@@H](C)CO)C(=O)c2cc(NC(=O)CCC(F)(F)F)ccc2O[C@@H](C)CCCCO[C@@H]1CN(C)S(=O)(=O)c1cccs1,0,nt,16[16.7 µM],-4,nt,-1,-9,-0.9
NC(=O)c1c(NC(=O)c2ccccc2F)sc2c1CCCC2,-3,2,-1,-5,-7,6,-5,-2.2
Cc1cc(C)c(NC(=O)c2cccs2)c(C)c1NC(=O)c1cccs1,3,-6,-4,0,33,-6,-4,2.1
